Assay outcomes as filed in PubChem.
STAT1 inh: STAT1 signaling inhibition | NIH 3T3 STAT1-luciferase reporter, IFN-gamma, luminescence | inhibition, % at 5.5 µM | actives 0.35% (n = 200,000);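 active = inhibition above a set limit, the mean inhibition across all tested compounds plus 3 SD, cut at about 34% in these data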;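 note: 0% = IFN-gamma with DMSO and 100% = IFN-gamma with 300 µM nifuroxazide; values of inactives mirror those of a sister screen read the other way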
PPARg SRC-2 ag: agonists of SRC-2 recruitment by human PPARgamma | actives 0.34% (n = 200,000) | PPARgamma LBD-SRC-2 recruitment, biochemical | AID 1032 | activation, % at 8 µM; in the data active = activation above about 22%;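 note: 0% = vehicle and 100% = reference agonist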
Target sequence (P37231 whole entry, looked up, the tested form may be a part): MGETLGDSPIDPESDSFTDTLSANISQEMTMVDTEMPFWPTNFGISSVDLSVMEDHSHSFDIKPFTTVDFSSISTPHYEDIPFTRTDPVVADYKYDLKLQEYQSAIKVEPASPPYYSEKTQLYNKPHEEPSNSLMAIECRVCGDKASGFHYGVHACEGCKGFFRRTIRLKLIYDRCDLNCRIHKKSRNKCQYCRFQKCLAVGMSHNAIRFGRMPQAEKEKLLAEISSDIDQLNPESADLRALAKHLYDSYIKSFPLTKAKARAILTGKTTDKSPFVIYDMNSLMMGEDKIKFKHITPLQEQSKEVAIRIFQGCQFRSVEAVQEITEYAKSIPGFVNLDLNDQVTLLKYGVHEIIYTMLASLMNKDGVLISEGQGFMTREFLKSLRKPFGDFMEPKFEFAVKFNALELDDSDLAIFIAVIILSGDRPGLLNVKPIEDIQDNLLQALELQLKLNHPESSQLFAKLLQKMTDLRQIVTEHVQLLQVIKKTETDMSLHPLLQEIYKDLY
bIAP activator: intestinal alkaline phosphatase (bovine) activation; purified bovine IAP, CDP-star luminescence, 30 min; hits give high values; fold of DMSO-control signal, blank-subtracted; activation factor at 20 µM; actives 0.17% (n = 200,000);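 active = activation factor of 2 or more at 20 µM, a signal rise over negative controls twice the positive control's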
TR-FRET SRC-2 ct: flags TR-FRET format artefacts in PPARgamma SRC-2 recruitment agonist screen; TR-FRET artefact counter-screen; hits give high values; TR-FRET ratio at 8 µM; actives 0.4% (n = 200,000); in the data active = TR-FRET ratio above about 2000; note: inactives centre near 1500
STAT3 activator: activators of IL-6 induced STAT3 signaling; U3A cells, IL-6 STAT3-luciferase reporter, luminescence; 100% = signal with IL-6 EC80 alone; activation (% of control), % at 5.6 µM; actives 0.91% (n = 190,000); AID 871;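 active = activation above the screen-wide mean of compound activation plus 3 SD, cut at about 130% in these data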;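 note: 0% = background luminescence of wells with medium and substrate only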
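Test system: STAT3-luciferase reporter U3A cells; Detection: reporter luminescence signal; Times: 1 h compound pre-exposure, 6 h IL-6 stimulation, 37 °C; Benchmarks: IL-6-only high control; Also added: IL-6 stimulus at 33 ng/mL final.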
bIAP inh: intestinal alkaline phosphatase (bovine) inhibition. inhibition, % at 20 µM. purified bovine IAP, CDP-star luminescence, 30 min. 190,000 tested, under 10 active. AID 1019;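 active = over 50% inhibition of intestinal alkaline phosphatase at 20 µM in the single-dose screen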
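Assay system: bovine IAP enzyme; medium: DEA buffer 100 mM, pH 9.8, with MgCl2 1.0 mM, ZnCl2 0.02 mM; doses: 20 µM single dose; incubation: enzyme reaction for 30 min at room temperature; detection: CDP-star luminescence signal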
PPARg SRC1 recr: agonists of human PPARgamma SRC-1 coactivator recruitment; actives 0.41% (n = 200,000); PPARgamma-SRC-1 coactivator recruitment biochemical assay; activation, % at 8 µM; AID 631; in the data active = activation above about 19%;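 note: 0% = DMSO and 100% = reference agonist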
STAT3 inh: reduces IL-6 driven STAT3 reporter signal; U3A cells, IL-6 STAT3-luciferase reporter, luminescence; host cell line lacks STAT1; actives 0.89% (n = 190,000); inhibition, % at 5.5 µM;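 active = inhibition above the mean inhibition across all screened compounds plus 3 SD, cut at about 44% in these data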;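 note: 0% = DMSO only wells and 100% = 100 µM nifuroxazide control wells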
ROMK mod: modulates human ROMK potassium channel activity. P48048. actives 2% (n = 130,000). Tet-inducible ROMK, thallium flux fluorescence; actives lie on both sides. B-score at 10 µM;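 active = signal ratio slope over the read window, or its plate-corrected B-score, at least 3 SD from the plate mean, either direction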;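 note: B-score of the F/F0 ratio slope over 7 to 12 s after thallium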
Target sequence (P48048 whole entry, looked up): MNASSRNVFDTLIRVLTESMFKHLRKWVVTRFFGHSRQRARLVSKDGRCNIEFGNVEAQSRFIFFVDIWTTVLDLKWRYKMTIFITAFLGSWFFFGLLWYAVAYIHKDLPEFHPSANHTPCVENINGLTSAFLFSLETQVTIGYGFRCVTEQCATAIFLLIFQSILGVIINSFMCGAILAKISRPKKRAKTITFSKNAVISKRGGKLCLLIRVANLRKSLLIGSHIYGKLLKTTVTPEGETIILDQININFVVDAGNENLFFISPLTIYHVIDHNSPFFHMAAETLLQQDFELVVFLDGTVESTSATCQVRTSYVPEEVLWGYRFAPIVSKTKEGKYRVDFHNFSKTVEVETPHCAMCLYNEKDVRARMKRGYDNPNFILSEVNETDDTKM
TNAP act hiacc: increases human TNAP activity under high phosphate acceptor concentration; P05186; purified TNAP, CDP-star luminescence, 1 M DEA, 30 min; hits give high values; 0 = EDTA background, 1 = DMSO-only activity; activation factor at 20 µM; 200,000 tested, under 10 active; AID 1136;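 active = activation factor at least 2 at 20 µM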
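Measured by: Luminescent substrate turnover signal | Test system: Human TNAP | Input: TNAP 1/800 final | Dosing: 20 µM single point | Schedule: 30 min, room temperature | Controls: EDTA wells as negative control, DMSO wells as positive control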
PPARg SRC3 recr: PPARgamma-driven SRC-3 recruitment agonism. P37231. biochemical PPARgamma/SRC-3 coactivator recruitment assay. activation, % at 8 µM. actives 0.26% (n = 200,000). AID 731; in the data active = activation above about 23%;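 note: 0% = DMSO and 100% = reference agonist; some compounds past the cut are filed as inactive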
An asterisk follows results filed as active; . = not tested or not shown.

SMILES	STAT1 inh	PPARg SRC-2 ag	bIAP activator	TR-FRET SRC-2 ct	STAT3 activator	bIAP inh	PPARg SRC1 recr	STAT3 inh	ROMK mod	TNAP act hiacc	PPARg SRC3 recr
CCN1CCN(C(c2ccc(OC)cc2)c2nnnn2Cc2ccc3c(c2)OCO3)CC1 (centres undefined)	3.7	5.9	1	1601	103.2	-1.9	6.0	0.2	0.00198	1	3.1
Cc1cccc(N(C(=O)CCC(=O)Nc2cccnc2)C(C(=O)NC2CCCC2)c2ccncc2)c1 (centres undefined)	-3.6	12.8	1	1743	101.4	-4.2	4.3	-0.6	1.31	1	2.1
CCC(=O)N(CC)Cc1cc(=O)[nH]c2ccccc12	1.7	5.7	0.7	1789	112.8	31.8	7.2	-10.7	-0.188	1	5.9
Cc1cc(SCC(=O)Nc2ccccc2)nc(C)n1	6.4	15.7	0.9	1550	95.3	6.3	6.6	11.6	.	1.1	1.4
COc1ccc2c(c1)-c1nc(/N=C/c3ccc(O)cc3)sc1CC2	-13.8	21.8	0.6	1606	97.3	36.0	11.7	11.2	-0.854	1	5.9
CN(c1ccccc1)S(=O)(=O)c1cccc(NC(=O)CSc2ncn[nH]2)c1	23.1	-3.8	1	1712	85.6	2.2	-0.3	19.3	-1.88	1	0.1
Cc1cc(-c2ccccc2)nc(N2CCC(C(=O)NC34CC5CC(CC(C5)C3)C4)CC2)n1	-12.9	3.0	1	1679	104.3	2.9	7.7	-0.9	.	1.1	2.1
CCCc1nnc(SCC(=O)O)n1/N=C/c1ccc2c(c1)OCO2	-10.9	0.5	0.9	1462	103.6	9.2	-7.6	-0.4	.	1	7.6
CCOc1ccc(NC(=S)N(CCCN2CCCC2)Cc2cccn2Cc2ccc(Cl)cc2)cc1	-2.0	-5.8	0.9	1637	102.1	10.7	1.0	1.0	.	1	9.6
Fc1ccc2[nH]c3c(Cl)ncnc3c2c1	-8.9	1.6	1	1576	113.0	0.7	-0.7	-12.9	-1.48	1.1	3.0
CCOC(=O)c1ccc(NC(=O)Nc2ccn(C)n2)cc1	-9.4	4.2	0.9	1660	89.3	8.8	1.1	17.4	.	1	-2.9
CC#CCN(CC#CC)S(=O)(=O)c1ccc(S(=O)(=O)N2CCOCC2)cc1	4.0	12.7	1	1731	104.5	4.8	10.2	3.8	-0.616	1	13.3
COCCSc1nnc(NC(=O)c2cc(OC)c(OC)cc2[N+](=O)[O-])s1	2.2	2.8	1.1	1526	95.1	-8.9	0.4	10.6	0.841	1	1.3
O=C(COC(=O)CCc1nc2ccccc2s1)Nc1nc(-c2ccccc2)cs1	-10.8	-2.9	0.9	1527	100.9	5.3	3.8	1.7	0.0214	1	-2.5
Cn1cc(CNC(=O)C2CCCCC2)cn1	0.1	8.1	1	1543	106.6	0.1	-6.8	-3.7	.	1.1	-3.0

Next part (six carried over from the part before).
SMILES	STAT1 inh	PPARg SRC-2 ag	bIAP activator	TR-FRET SRC-2 ct	STAT3 activator	bIAP inh	PPARg SRC1 recr	STAT3 inh	ROMK mod	TNAP act hiacc	PPARg SRC3 recr
Fc1ccc2[nH]c3c(Cl)ncnc3c2c1	-8.9	1.6	1	1576	113.0	0.7	-0.7	-12.9	-1.48	1.1	3.0
CCOC(=O)c1ccc(NC(=O)Nc2ccn(C)n2)cc1	-9.4	4.2	0.9	1660	89.3	8.8	1.1	17.4	.	1	-2.9
CC#CCN(CC#CC)S(=O)(=O)c1ccc(S(=O)(=O)N2CCOCC2)cc1	4.0	12.7	1	1731	104.5	4.8	10.2	3.8	-0.616	1	13.3
COCCSc1nnc(NC(=O)c2cc(OC)c(OC)cc2[N+](=O)[O-])s1	2.2	2.8	1.1	1526	95.1	-8.9	0.4	10.6	0.841	1	1.3
O=C(COC(=O)CCc1nc2ccccc2s1)Nc1nc(-c2ccccc2)cs1	-10.8	-2.9	0.9	1527	100.9	5.3	3.8	1.7	0.0214	1	-2.5
Cn1cc(CNC(=O)C2CCCCC2)cn1	0.1	8.1	1	1543	106.6	0.1	-6.8	-3.7	.	1.1	-3.0
CCOc1cc(C(=O)NCC(C)CN(C)C)cc(OCC)c1OCC (centres undefined)	7.8	3.1	1.1	1499	98.8	-11.6	-0.3	4.7	0.442	1	13.1
CCOC(=O)c1nn(-c2ccc3ccccc3c2)cc1O	-2.3	-1.0	1	1724	88.9	-0.8	7.0	14.2	-0.338	1	6.2
CCc1nnc(NC(=O)CSc2nnc(Cc3ccccc3)n2-c2ccccc2)s1	-3.9	2.5	1	1514	103.2	1.0	0.7	0.1	.	1	-0.8
Cc1cccc(CCNC(=O)C2CCN(S(=O)(=O)c3c(C)nn(C)c3C)CC2)c1	3.5	4.3	1	1652	102.2	1.1	3.1	1.6	.	1	7.0
CN(C)CCC1Sc2ccccc2Oc2ccccc21 (centres undefined)	6.5	-0.6	1	1359	98.2	3.8	3.1	4.8	.	1	0.6
O=C(O)c1cnc(-c2ccccc2)nc1Sc1ccccc1	-4.7	3.7	0.9	1624	111.3	13.7	1.3	-11.1	.	1	-9.6
CCOC(=O)N1CCC(N(CCN(C)C)C(=S)Nc2ccc(Oc3ccccc3)cc2)CC1	5.8	0.0	1	1579	107.5	-3.1	0.0	-3.5	-0.129	1	0.2
CCN(c1nc(C)cc(OC)n1)S(=O)(=O)c1ccccc1	3.7	4.1	0.9	1603	91.7	13.2	3.5	8.6	-0.312	1	-4.9
CCOC(=O)CC1C(=O)NC2CCCCC2N1C(=O)Nc1ccc(Cl)cc1 (centres undefined)	-0.1	10.9	0.9	1548	101.6	5.4	-0.5	1.8	0.0274	1.1	0.6
CC(C)CNC(=O)CSc1nnc(-c2cccc(S(=O)(=O)N3CCCCC3)c2)o1	5.9	-3.3	0.9	1484	102.2	6.1	-12.5	1.7	.	1	-5.7
Cc1cccc(CCNC(=O)COc2cc(=O)n(C)c3ccccc23)c1	4.4	0.3	1.2	1549	81.3	-16.6	-13.4	30.3	0.289	1	9.4
CC1(C)CC(=O)c2c(n(-c3cccc4ccccc34)ccc2=O)C1	-0.2	3.5	0.9	1464	103.6	9.3	-6.3	-4.5	0.909	1	-5.2
N#Cc1c(NC(=O)C2CC(Cl)=CCC2C(=O)O)sc2c1CCCCC2 (centres undefined)	-5.7	2.9	1	1722	101.6	-3.3	-3.4	1.6	.	1.1	1.5
Cc1sc2ncnc(-n3cnc4ccccc43)c2c1C	-8.8	-1.6	0.9	1224	112.6	7.1	-2.2	-8.8	.	1	0.8
CCCOC(=O)c1ccc(Oc2c(-c3ccc(OC)cc3O)n[nH]c2C)cc1	1.1	-3.5	1.2	1619	109.1	-15.3	-0.1	-7.9	.	1	6.1
O=C1CC(Cc2ccccc2)C(=O)N1c1ccc(Cl)cn1 (centres undefined)	4.9	-1.8	1	1617	89.3	4.1	2.5	18.6	.	1	-1.3
COc1cc(OC)cc(C(=O)NNC(=O)c2ccccc2Br)c1	8.0	2.4	0.8	1615	103.4	24.9	5.6	-4.5	.	1	1.4
COc1ccc(CCNc2ccc(N3C(=O)CC(C)C3=O)cc2[N+](=O)[O-])cc1 (centres undefined)	2.8	14.1	1.2	1497	97.3	-23.2	6.4	7.4	0.127	0.8	1.2
CC1CCc2nn(CC(=O)NCCCN3CCOCC3)cc2C1 (centres undefined)	0.9	0.2	1	1594	105.8	-0.3	-1.6	-1.7	.	1	3.4
CCCCCCOc1ccc(N2C(=O)CC(N(CCc3ccc(S(N)(=O)=O)cc3)C(C)=O)C2=O)cc1 (centres undefined)	2.1	-4.3	1.1	1545	96.2	-14.7	-3.2	10.2	-1.15	1	-2.5
Nc1cc(Cl)nc(N/N=C/c2ccc([N+](=O)[O-])cc2)n1	-5.9	5.3	1.1	1422	89.4	-12.7	9.0	16.7	.	1	0.4
O=C(CN1CCCC1)Nc1c2c(nc3ccccc13)N(Cc1ccccc1)CC2	-5.0	2.6	1.1	1627	100.8	-8.1	2.2	-0.8	-3.11*	1.1	1.5
CCc1ccc(NC(=S)N(CCCN2CCN(C)CC2)Cc2cccs2)cc1	12.9	0.1	0.9	1720	94.0	6.8	-2.5	7.4	-0.735	1	4.6
CCOC(=O)c1ccc2[nH]c3c(c2c1)CN(C)CC3	0.7	4.3	0.9	1549	103.8	6.1	1.6	0.7	.	1.1	6.1
Cc1cc(NC(=O)c2ccc(N3C(=O)C4C5C=CC(C5)C4C3=O)cc2)no1 (centres undefined)	6.3	5.7	0.9	1536	96.7	6.1	4.8	6.1	-0.46	1.1	3.8
COc1ccc(-c2nnc(SCC(=O)NNC(=O)c3ccc(C)cc3)o2)cc1	11.2	18.7	0.7	1441	102.4	32.0	-4.1	-5.5	0.423	1	0.8
O=C(Nc1cccc(S(=O)(=O)NC2=NCCCCC2)c1)c1cc(-c2ccccc2)nc2ccccc12	1.2	11.7	1.7	1807	88.9	-69.3	9.2	20.1	0.662	1	11.5
COc1ccccc1N1CCN(C(=O)C(C)N(c2ccc(C)c(C)c2)S(C)(=O)=O)CC1 (centres undefined)	4.6	14.2	1	1577	95.7	0.8	2.4	8.8	-1.31	1.1	0.7
O=C(Nc1cc2c(=O)n(-c3ccc(Oc4ccccc4)cc3)ccc2oc1=O)c1ccccc1	-2.2	5.7	1	1774	87.6	-2.0	5.8	23.2	-0.741	1	2.1
CC(C)(C)NC(=O)CON=C1c2ccccc2-c2ccccc21	1.7	4.8	0.9	1566	93.4	7.2	-1.1	5.9	-0.268	1	1.9
Cn1c(NNC(=O)c2ccc(C(C)(C)C)cc2)cc(=O)n(C)c1=O	4.0	4.0	1	1575	102.3	-1.1	13.8	-8.0	.	1	-5.3
Cc1cc(C)c(S(=O)(=O)N(CC(=O)O)CC(=O)O)c(C)c1	-3.3	-2.3	1	1499	106.9	3.9	0.6	-8.2	-0.793	1.1	0.4
CN(C)S(=O)(=O)NCCNC(=O)c1cc(OCC(F)(F)F)ccc1OCC(F)(F)F	-4.6	6.3	1	1787	96.0	-0.9	-1.2	12.1	-0.145	1	2.6
Cc1ccc(NC(=O)CN2CCc3ccccc3C2)cc1S(=O)(=O)N(C)C	1.6	-1.6	1	1548	101.9	-1.9	1.7	0.1	1.11	1	4.2
